# HTT ATP protect: cytoprotection in Huntington HTT-Q103 PC12 cell model; PC12 HTT-Q103 induced, cytoprotection, ATP luminescence, 40 h; Potency, µM (series often up to 56.4 µM), for inactives: cytoprotection (ATP increase), actives largely listed as activators; 0.14% of 230,000 active; AID 1471;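 note: potency is the fitted concentration of half-maximal effect; % of control where 0% means no effect; nearly all actives have a fitted effect of over 45% in size; toxic huntingtin expression switched on by the ecdysone agonist tebufenozide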
#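 PC12 cells stably carrying ecdysone-inducible Htt exon 1 (Q103)–GFP were induced with 100 nM tebufenozide (final) alongside library compounds in a dose series. Cytoprotection was scored as retained ATP by ATPlite luminescence.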
# HTT aggregate: inhibitors of mutant huntingtin aggregate formation in PC12 cells | PC12 HttQ103-GFP aggregates, Acumen cytometry, 40 h | Potency, µM (highest dose often 46.1 µM), without a hit: at the highest dose activity change, negative = inhibition, hits mostly inhibitors | 1.1% of 220,000 active | AID 1688; note: potency is the fitted concentration of half-maximal effect; % is set by controls: 0 for no effect and ±100 for the full control effect; nearly all actives have a fitted effect of over 60% in size
#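 Aggregate formation scored by laser-scanning cytometer (488 excitation, 500–530 emission) in lysed PC12 cells expressing Q103-GFP after 100 nM tebufenozide induction; library tested in dose series, with ATPLite reagent added in the multiplex.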
# CBFb-RUNX1 inh: CBF-beta/RUNX1 interaction disruption. Q01196+Q13951. AlphaScreen CBFb-His/RUNX1-biotin binding, biochemical. Potency, µM (doses to about 59.8 µM), without a hit: top-dose activity, negative = inhibition, usual class: inhibitors. 230,000 tested, under 10 active. AID 1477; note: % of control where 0% means no effect
# Target sequence (Q01196 whole entry, looked up): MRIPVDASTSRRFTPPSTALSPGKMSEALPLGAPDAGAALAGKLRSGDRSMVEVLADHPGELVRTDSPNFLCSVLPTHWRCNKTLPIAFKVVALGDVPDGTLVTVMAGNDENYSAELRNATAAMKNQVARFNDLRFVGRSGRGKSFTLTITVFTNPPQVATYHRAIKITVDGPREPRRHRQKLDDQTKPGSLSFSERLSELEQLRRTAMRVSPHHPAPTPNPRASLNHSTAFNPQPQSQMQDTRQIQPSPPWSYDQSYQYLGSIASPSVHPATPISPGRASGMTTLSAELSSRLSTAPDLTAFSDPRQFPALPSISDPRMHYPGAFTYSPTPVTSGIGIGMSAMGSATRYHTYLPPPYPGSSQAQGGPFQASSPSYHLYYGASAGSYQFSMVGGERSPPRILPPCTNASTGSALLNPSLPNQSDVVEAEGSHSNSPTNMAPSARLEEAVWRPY
# Target sequence (Q13951 whole entry, looked up): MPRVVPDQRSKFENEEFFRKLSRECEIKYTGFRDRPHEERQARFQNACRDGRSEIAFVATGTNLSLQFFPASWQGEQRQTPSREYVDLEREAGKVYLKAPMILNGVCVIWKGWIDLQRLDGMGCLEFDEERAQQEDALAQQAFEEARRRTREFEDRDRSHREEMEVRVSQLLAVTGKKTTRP
#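 Room-temperature protein-protein interaction test with 30 nM each of His-tagged CBF-beta and biotinylated RUNX1, 15 min with compound, then 90 min with nickel plus streptavidin beads. Signal read in AlphaScreen mode.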
# Lamin A splicing: changes lamin A minigene splicing in HeLa cells. HeLa LMNA splicing GFP/RFP minigene ratio, 48 h. Potency, µM (series often up to 46.1 µM), for inactives: at the top dose ratio change, negative = inhibition, hits mostly inhibitors. 0.01% of 200,000 active; active = well fitted inhibition curve with a large enough effect in the signal ratio, with a control signal flat, not every such curve was filed as active; inconclusive = small, poorly fitted or top-dose-only effect, or effect the other way, or a change in a side signal; the % refers to the signal ratio; note: potency is the fitted concentration of half-maximal effect; % is set by controls: 0 for no effect and ±100 for the full control effect
#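 S3 HeLa cells stably expressing lamin A-EGFP splicing minigene plus DsRed2, 600 cells/well, 48 h compound exposure at 37C. Laser-scanning cytometry; analysed as GFP (500-530 nm)/RFP (575-640 nm) total intensity ratio; 0.5% DMSO vehicle.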
# GAA inh: blocks human lysosomal alpha-glucosidase | purified human GAA, 4-MU-alpha-glucoside fluorescence | 0.005% of 200,000 active | P10253 | Potency, µM (highest dose often 76.9 µM), for inactives: top-dose activity change, negative = inhibition, most hits filed as inhibitors;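 note: potency is the fitted concentration of half-maximal effect; plate controls were uninhibited enzyme wells for no effect and no-enzyme background for full effect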
#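 Read-out is 4-methylumbelliferone fluorescence (Ex 365/Em 440 nm) after NaOH/glycine stop at pH 10. Enzyme 4 nM, substrate 400 uM, pH 5.0 citrate buffer, 20 min room temperature; AC50 from Hill-equation concentration-response.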
# GAA glycogen mod: alters human alpha-glucosidase cleavage of glycogen; P10253; recombinant GAA, glycogen substrate, Amplex Red glucose oxidase fluorescence; Potency, µM (titrated, usually from 76.4 µM), for the others: top-dose activity change, negative = inhibition, actives largely listed as inhibitors; 0.38% of 300,000 active; AID 2100;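 note: potency is the fitted concentration of half-maximal effect; 0% = full enzyme reaction and -100% = no-enzyme basal signal; the screen sought inhibitors and activators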
#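 Natural-substrate format: glycogen cleavage by 4 nM human enzyme, glucose read by Amplex Red coupling (Ex 573, Em 610 nm). Normalized to enzyme and no-enzyme controls.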
# aGlu spleen mod: inhibits or activates alpha-glucosidase in human spleen homogenate; P10253; human spleen homogenate, 4-MU-alpha-glucoside fluorescence; Potency, µM (series often up to 79.9 µM), for the others: top-dose activity change, negative = inhibition, hits mostly inhibitors; 0.006% of 240,000 active; AID 2112;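 note: potency is the fitted concentration of half-maximal effect; 0% = enzyme with vehicle and -100% = no enzyme basal signal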
#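 Enzyme source: human spleen homogenate, 1 ug/well. Buffer 50 mM citric acid/K phosphate pH 5.0, 0.01% Tween-20. 4-MU-alpha-glucoside 1 mM; 37 C x 40 min; NaOH/glycine stop; fluorescence.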
# * marks the source's active call; other numbers are inactive results; ? = inconclusive; / = not tested or not shown; & = joins results of further samples; [ ] = dose if it differs, or a comment. Unless noted, calls come from the whole dose curve; as a rule, active = well fitted curve in the direction sought with a large enough effect; inconclusive = small, poorly fitted or top-dose-only effect, or another doubt; inactive = no such curve, though single readings can be large; an effect the other way counts as inactive or inconclusive.
SMILES,HTT ATP protect,HTT aggregate,CBFb-RUNX1 inh,Lamin A splicing,GAA inh,GAA glycogen mod,aGlu spleen mod
Cc1ccc(C(=O)CC(=O)COc2ccc(Cl)cc2C)cc1,11%[10 µM],-23%,2%,?,-4%,-7%,5%
O=c1c2ccccc2oc2cc(O)c(C3COCC(CO)C(O)C(O)C3O)c(O)c12 (stereo not drawn),-18%[1.9 µM],/,-24%[21.7 µM],/,/,/,-8%
Cc1cc(C)n(-c2ncnc3ccccc23)n1,-21%,1%,0%,?,-3%,8%,0%
CC(C)Sc1nnc(NC(=O)CCc2ccccc2)s1,-14%,-22%,8%,/,-9%,-3%,/
Cc1nc2nc(SCC(=O)c3ccc([N+](=O)[O-])cc3)[nH]c2cc1Br,8%[10 µM],4%,-2%,-12%,0%,8%,-2%
Cc1cc(C)c2nc(C(F)(F)F)nc(N3CC(C)OC(C)C3)c2c1 (stereo not drawn),-9%,-3%,2%,?,-5%,-7%,-5%
Cc1cc(C)c(-n2c(SCc3nc4ccccc4s3)n[nH]c2=O)c(C)c1,22%[10 µM],8%[9.22 µM],2%,/,/,1%,7%
COc1cccc(C2C(C(=O)c3cccs3)=C(O)C(=O)N2CCN(C)C)c1OC (stereo not drawn),5%[0.074 µM],21%,6%,1%,-11%,-8%,-7%
CN1CCN(c2nc3c(c(=O)n(C)c(=O)n3C)n2CC(N)=O)CC1,2%,16%,8%,3%,-4%,-1%,6%
CSc1nc(SC)c2c3c(oc2n1)COC(C)(C)C3,-4%,-25%,8%,2%,-1%,0%,-11%
CCn1c(SCc2ccc(C(=O)Nc3cc(C)cc(C)c3)cc2)nnc1-c1ccncc1,-16%[10 µM],-10%,7%,?,6%,3%,-2%
COc1ccc(OCCSc2nc(-c3ccccc3)cc(=O)[nH]2)cc1,-31%[inhibitor],16%,12%,13%[46 µM],-12%,7%,-3%
COCCn1c(N)c(C(=O)Nc2sc3c(c2C(=O)OC)CCCC3)c2nc3ccccc3nc21,2%[10 µM],-24%,5%,11%,3%,2%,-1%
Cc1cc(C)c(NC(=O)Cn2c([N+](=O)[O-])cnc2C)c(C)c1,6%[10 µM],25%[9.22 µM],11%,/,/,7%,0%
CCN(C(C)=O)N(CC)c1nc(Cl)nc(NC(C)C)n1,-14%[0.074 µM],-30%,-8%,7%,?,0%,-13%
CC(C)c1nnc(SCC(=O)Nc2ccc3c(c2)OCO3)n1C,-2%[10 µM],2%,6%,3%,0%,5%,0%
CCCN(Cc1ccccc1)C(=S)Nc1cccc(C(F)(F)F)c1,11%[10 µM],5%,?,?,0%,-9%,-7%
CC(c1ccccc1)N(NC(=O)C(O)(c1ccccc1)c1ccccc1)C(=O)c1ccccc1 (stereo not drawn),/,-27%,-1%,?,0%,6%,-3%
CCN1CCN(c2ccc(NC(=O)c3ccc([N+](=O)[O-])o3)cc2Cl)CC1,-101%[inhibitor],13µM*,4%,?,-15%,-8%,1%
CCCNC(=O)NCCC12CC3CC(CC(C3)C1)C2,-33%[inhibitor],3%,0%,/,-21%,6%,3%
O=C(Nc1ccc(Cl)cc1)N1CCC(c2nc(-c3cccs3)no2)CC1,-12%,?,1%,?,-16%,-11%,-8%
O=C(CSc1nnnn1-c1ccc2c(c1)CCC2)NCc1cccs1,-3%,-21%,-1%,1%,4%,0%,0%
COC(=O)CSc1nnc(CNc2ccc(Cl)cc2)n1-c1ccccc1,-20%,-2%,0%,-6%,-7%,1%,-6%
Cc1csc(Nc2ccccc2)n1,?,0%,1%,-3%[46 µM],5%,?,-19%
C#CC(CC)(CC)NC(=O)c1ccc(Br)s1,/,0%,1%,-15%[46 µM],-11%,25%,0%
CCS(=O)(=O)c1ccc2oc(SCC(=O)NCCc3ccc(F)cc3)nc2c1,-29%,-14%,-5%,?,-3%,-5%,5%
CN(C)CCOC(=O)C1(c2ccccc2)CCOCC1,4%&23%,3%&4%,7%&-6%,?,-14%&5%,5%&18%,2%&-4%
N#C/C(=C\c1cccc(OC(=O)c2cccs2)c1)C(N)=O,-23%[0.074 µM],-10%,?,-6%,1%,8%,-5%
Cc1cccc(OCCCn2c(CO)nc3ccccc32)c1,0%[10 µM],22%[9.22 µM],3%,/,/,-6%,-6%
CCOC(=O)c1cc(C)[nH]c1C,14%[10 µM],16%[9.22 µM],-6%,/,6%,-7%,-1%
Cc1ccc(NC(=O)C(Cc2ccccc2)NC(=O)OCc2ccccc2)cc1C (stereo not drawn),0%[10 µM],-6%,5%,-11%,0%,8%,-8%
CCCN1C(=O)C(O)(CC(=O)c2cccc(OC)c2)c2ccccc21 (stereo not drawn),-10%,-5%,5%,20%,-2%,0%,-5%
CCCOn1c(-n2nc(C)cc2C)nc2ccccc2c1=O,2%,6%[9.22 µM],-3%,9%,-2%,1%,3%
COC(=O)CSc1ccnc2cc(Cl)ccc12,0%[10 µM],13%[9.22 µM],2%,/,/,4%,2%
O=C(CSc1nnc(-c2cccnc2)n1-c1ccccc1)NCc1ccc2c(c1)OCO2,2%[0.074 µM],-9%,-6%,5%,-7%,6%,-14%
COc1ccc(CC(=O)Nc2ccc3c(C)cc(=O)oc3c2)cc1OC,-12%[10 µM],14%,-4%,11%,12%,3%,0%
NC1=NC(c2cn(-c3ccccc3)nc2-c2cccs2)n2c(nc3ccccc32)N1 (stereo not drawn),-35%,-20%,7%,?,-2%,5%,-6%
C/C(=N\OC(=O)c1ccc(Cl)cc1)c1sc(-c2ccccc2)nc1C,-21%,14%,5%,-1%,3%,9%,1%
O=C1CN(C(=O)CCN2CCOCC2)C(c2ccccc2)c2cc(Br)ccc2N1 (stereo not drawn),14%,25%,4%,-2%,-12%,-2%,-9%
Nc1nc(SCC(=O)N2CCCC2)[nH]c(=O)c1NC(=O)c1ccco1,6%[10 µM],-5%,12%,-11%,-4%,5%,5%
CCCCOc1ccc(CNC(=O)NS(=O)(=O)c2ccc(OCC)cc2)cc1,-8%,12%,1%,-8%,-1%,-4%,-6%
CCn1c(=O)n(CC)c2cc(S(=O)(=O)N3CCCCC3)c(C)cc21,6%,5%,0%,?,-5%,1%,-11%
CC(C)(C)C1CCC(=NNc2ncc(C(F)(F)F)cc2Cl)CC1 (stereo not drawn),-1%,-6%,-11%,14%,-7%,?,-7%
O=C1c2ccccc2C(=O)N1CCN1CCc2ccccc21,-11%,15%,-15%,11%,-1%,-25%,-14%
CCC(C)(C)NC(=O)c1ccc2c(c1)N(CC(=O)OC)C(=O)C(C)(C)O2,-21%,17%,6%,-4%,6%,-25%,-5%
Cc1nn(C)c(C)c1CN(Cc1nc(-c2cc(F)ccc2F)oc1C)C1CC1,2%[10 µM],-14%[9.22 µM],2%,/,-7%,-16%,9%

# Source: PubChem BioAssay
